# Bioassay records from PubChem BioAssay.
# Growth percent in the NCI-60 one-dose screen (48 h, 10 µM unless noted): 100 = growth as untreated, 0 = no growth, -100 = all killed.
# HL-60(TB): HL-60(TB) leukemia cells; 78,000 compounds, 9% hits; AID 1794776; active means growth percent below 10
# Numbers without * were called inactive; & = joins results of further samples. Only part of the results is shown, so the mix of outcomes need not match the whole.
nr	SMILES	HL-60(TB)
1	O=C1Nc2ccccc2Oc2ccc(S(=O)(=O)CC3CS3)cc21 (stereo not drawn)	108
2	Nc1ccc2ccccc2c1O	72
3	COc1ccc(OC)c(NC(=O)CC(C)=O)c1	105
4	CC(O)CC(=O)NN (stereo not drawn)	103
5	CCCOC(=O)c1ccc(C)cc1	106
6	CC(=O)Nc1ccc(-c2cc3c(NCc4ccc(Cl)cc4)ncnc3s2)cc1	71
7	CC(=O)Nc1ccc(Cl)cc1-c1n[nH]c(=O)[nH]c1=O	101
8	C[N+](C)(C)Cc1ccccc1	147&104
9	COc1ccc(-c2nc(-c3ccc(OC)cc3)c3ccccc3n2)cc1	101
10	CNC(=O)c1ccccc1C(O)c1ccc(C)cc1 (stereo not drawn)	106
11	Fc1ccc2c(c1)c(-c1nc(-c3c[nH]c4ncccc34)cs1)cn2CCCCN1CCCCC1	-70*
12	Clc1ccc(Cc2nc3ccccc3s2)cc1	99
13	CC(=C(C#N)C#N)c1ccccc1	102
14	Cc1ccc(C(C)C)c(NC(=S)N/N=C/c2ccccc2O)c1	63
15	CCOC(=O)C1=C(c2ccccc2)N=C2SC=C(c3ccc(Cl)cc3)N2C1c1ccc(Br)cc1 (stereo not drawn)	55
16	COC(=O)/C(CCC=C(C)C)=C1\[C@@H](OC(C)=O)C[C@@]2(C)[C@H]1C/C(=N/O)[C@H]1[C@@]3(C)CC/C(=N\O)[C@@H](C)[C@@H]3CC[C@@]12C	89
17	O=C(CI)NC(Cc1c[nH]c2ccccc12)C(=O)O (stereo not drawn)	96
18	CCN(c1cc(-c2ccc(CN3CCN(C(=O)CCCCCCCCCCCCCCC(=O)N[C@H](C(=O)N4C[C@H](O)C[C@H]4C(=O)NCc4ccc(-c5scnc5C)cc4)C(C)(C)C)CC3)cc2)cc(C(=O)NCc2c(C)cc(C)[nH]c2=O)c1C)C1CCOCC1	103
19	COc1ccc(-c2cn(-c3cccc(C(=O)/C=C/c4cc(OC)c(OC)c(OC)c4)c3)c(=O)[nH]2)cc1OC	67
20	CCCCOC(=O)N1CCCCC1C (stereo not drawn)	123
21	CCOC(=O)c1[nH]cc(-c2ccccc2)c1-c1cc(OC)c2c(c1OC)OCO2	83
22	O=C(O)c1cccc2c1Cc1cc([N+](=O)[O-])ccc1-2	120
23	Cc1ccc(C(=O)NCCCNc2nccc(-c3c(-c4cccc(F)c4)nc4sccn34)n2)cc1	126
24	O=C(c1ccccc1)c1ccc2nc(-c3ccccc3Cl)[nH]c2c1	98
25	O=NN(CCCl)C(=O)Nc1cc2c3ccccc3ccc2c2ccccc12	77
26	Cc1ccc(C(=O)Nc2cc(-n3ccnc3C)cc(C(F)(F)F)c2)cc1C#Cc1cnc2cccnn12	-29*
27	Brc1ccccc1-c1cn2c(ccc3ccccc32)n1	110
28	CCNC(=NCCCN(C)C)N/C(N)=N/c1nc2ccccc2s1	91
29	O=C(N=Nc1c(O)[nH]c2ccccc12)Nc1ccc(C(F)(F)F)cc1	70
30	CC(=O)/C=C/c1ccc2c(c1)OCO2	104
31	O=C(Nc1cccc(NC(=O)c2cc(S(=O)(=O)Nc3cccc(Cl)c3)c(O)c(O)c2O)c1)c1cc(S(=O)(=O)Nc2cccc(Cl)c2)c(O)c(O)c1O	89
32	Cc1ccc(-c2cnc3sc4c(-c5ccccc5)n[nH]c(=O)c4n23)cc1	103
33	CC(C)(C)CC(N)=O	120
34	COc1ccc(-c2cn(-c3cccc(C(=O)/C=C/c4cc(OC)c(OC)c(OC)c4)c3)c(=O)[nH]2)cc1	5.7*
35	Nc1nc(SCc2ccccc2)cc(SCc2ccccc2)n1	89
36	CN(C)CCCn1c2nc(=O)[nH]c(=O)c-2nc2cc(Cl)c(Cl)cc21	76
37	Nc1n[nH]c(CCCO)c1-c1nc2ccccc2s1	98
38	O=C1NC(=S)NC(=O)C1=Cc1ccc(OCC(=O)N2CCCCC2)cc1	97
39	Cc1nn(CC(O)c2ccccc2)c(N)c1C(=O)N/N=C\c1ccc(OC(F)F)c(OCc2ccccc2)c1 (stereo not drawn)	86
40	COc1ccc2c(c1)[nH]c1c(/C=C/c3ccccc3)nccc12	61
41	COCCNC(=O)Nc1ccc(C)cc1	122
42	O=C(Sc1ccccc1C(=S)S)c1ccccc1	86
43	c1ccc2c(C3N4CCCN3CC4)c[nH]c2c1 (stereo not drawn)	102
44	COc1cc(/C=C2\SC(=S)N(/C=C/c3nc4ccccc4[nH]c3=O)C2=O)cc(OC)c1OC	70
45	O=C(/C=C/c1cccc(F)c1)c1cccc(OCCCOc2cccc(C(=O)/C=C/c3cccc(F)c3)c2)c1	68

# The last 6 records of the part above open the next one.
nr	SMILES	HL-60(TB)
40	COc1ccc2c(c1)[nH]c1c(/C=C/c3ccccc3)nccc12	61
41	COCCNC(=O)Nc1ccc(C)cc1	122
42	O=C(Sc1ccccc1C(=S)S)c1ccccc1	86
43	c1ccc2c(C3N4CCCN3CC4)c[nH]c2c1 (stereo not drawn)	102
44	COc1cc(/C=C2\SC(=S)N(/C=C/c3nc4ccccc4[nH]c3=O)C2=O)cc(OC)c1OC	70
45	O=C(/C=C/c1cccc(F)c1)c1cccc(OCCCOc2cccc(C(=O)/C=C/c3cccc(F)c3)c2)c1	68
46	CCn1c(N/N=C\c2ccc(F)cc2)nc2c1c(=O)n(C)c(=O)n2C	104
47	O=C(NN(C(=O)c1ccccc1)c1ccccc1)c1ccccc1	100
48	CCCCCC#Cc1ccc(C(=O)c2c(CCCC)oc3ccc([N+](=O)[O-])cc23)cc1	85
49	CN(C)CCCOS(=O)C(c1ccccc1)c1ccccc1 (stereo not drawn)	103
50	O=C(c1ccccc1)c1ccc(O)c(O)c1O	113
51	C/C1=C\CC[C@@]2(C)O[C@H]2[C@H]2OC(=O)[C@@H](C)[C@@H]2CC1	100
52	CC(C)[C@@]12C[C@@H](OC(=O)C3CO3)[C@@](C)(O1)[C@@H]1CC[C@@H](C)[C@H]1[C@@H]2OC(=O)/C=C/c1ccccc1 (stereo partly drawn)	93
53	O=C(c1ccccc1)c1cccc(C(Br)Br)c1	88
54	Cc1ccnc(NS(=O)(=O)c2ccc(N=Nc3ccc(O)c4ncccc34)cc2)n1	93
55	C=C1CC[C@@H]2[C@](C)(COC(C)=O)[C@H](OC(C)=O)CC[C@@]2(C)[C@@H]1CC(NCc1cccc(Cl)c1)C1=CCOC1=O (stereo partly drawn)	22
56	N#Cc1c(N2CCOCC2)nc2n(c1=O)-c1ccccc1Sc1ccccc1-2	93
57	Nc1nc(Cl)ncc1[N+](=O)[O-]	109
58	Cc1cc(=O)n2[nH]nnc2n1	79
59	CC(=O)NC(NC(C)=O)c1cccnc1	104
60	O=C1OC(c2ccccc2)=N/C1=C\c1ccc(Cl)cc1Cl	103
61	CCn1c(Cc2ccccc2Nc2c(Cl)cccc2Cl)nnc1SCC(=O)Nc1cccc(OC)c1	54
62	C[C@H]1CC[C@H]2O[C@]2(C)CC/C=C\CC(=O)C1	108
63	O=S(=O)(Oc1ccc(-c2cn3ccsc3n2)cc1)c1ccc(Cl)c(C(F)(F)F)c1	96
64	O=C1c2ccccc2CCC1[n+]1ccccc1 (stereo not drawn)	75
65	COc1cc(C2NCCc3cc4c(cc32)OCO4)cc(OC)c1OC (stereo not drawn)	100
66	O=c1c(I)c[nH]cc1I	112
67	COc1ccc(Nc2ncc(Br)c(NCCCNC(=O)c3cccs3)n2)cc1	18
68	COc1ccc2c(c1)=C(c1sc(Nc3nc(C)c(C(C)=O)s3)nc1O)C(=O)N=2	94
69	Cc1nc2ccc(Cl)cn2c1-c1nnc(SCc2ccccc2)o1	117
70	Cc1cc(=O)[nH]c(N)n1	82&106&100&103
71	CCC(=O)Cc1ccc2ccccc2n1	107
72	O=C1/C(=C/c2ccccn2)CCc2ccccc21	57
73	CN(C)c1ccc(C2C(C/C(N)=N\O)=C(N)Oc3ccc4ccccc4c32)cc1 (stereo not drawn)	107
74	C=C1C(=O)O[C@H]2[C@H]1CC/C(COC(=O)Nc1nc3ccccc3[nH]1)=C\CC[C@@]1(C)O[C@@H]21	5.1*
75	COc1cc(F)c(/C=C/c2cc(/C=C/c3cc(OC)c(OC)cc3F)n(-c3ccccc3)n2)cc1OC	76
76	CC(C)Cc1ccc(C(C)C(=O)NCc2ccc(Cn3c(=O)sn(CCI)c3=O)cc2)cc1 (stereo not drawn)	95
77	CC(C)(C)c1ccc(C(=O)Nc2ccc(C(=O)NNC(=O)CCCCCCCC(=O)NNC(=O)c3ccc(NC(=O)c4ccc(C(C)(C)C)cc4)cc3)cc2)cc1	80
78	O=c1[nH]c(N2CCc3ccccc3C2)nc2scc(-c3ccccc3)c12	99
79	CC(C)CN1CC(C)C(=O)N(c2ccccc2)C1=O (stereo not drawn)	55
80	O=C(CC(C[N+](=O)[O-])c1ccccc1)c1ccccc1 (stereo not drawn)	95
81	CCc1cccc(CC)c1NC(=O)c1ccc(CN2CCc3ccccc3C2)cc1	95
82	C[S+](C)CCCN	101
83	CCOC(=O)Sc1nc2ncncc2[nH]1	99
84	CSc1nc(Oc2ccc(NC(C)=O)cc2)c(C#N)c(-c2cccc([N+](=O)[O-])c2)n1	101
85	Cc1[nH]n(C(=O)c2ccncc2)c(=O)c1N=Nc1ccc(O)c(C(=O)O)c1	53
86	CS(=O)(=O)c1ccc(-c2cnc3ccc(-c4cccc(C(F)(F)F)c4)nn23)cc1	37
87	O=c1c(F)cn2c(=O)n1Cc1ccccc1C2	89
88	O=C1NC(=S)S/C1=C\c1ccccc1Cl	75
89	COc1cccc2ncc(C)c(=O)n12	106
90	O/N=C/c1ccc2c(c1)OCO2	107
91	CC1(C)c2nccnc2C[C@]2(C)[C@H]3CC[C@@H]4[C@@H]([C@@]5(C)CCC(=O)O5)CC[C@@]4(C)[C@]3(C)CC[C@@H]12	111
92	Clc1ccc(/C=N/N=C(N/N=C/c2ccc(Cl)cc2Cl)N/N=C/c2ccc(Cl)cc2Cl)c(Cl)c1	84
93	C=C(C)[C@@H]1CC[C@]2(C(=O)O)CC[C@]3(C)[C@H](CC[C@@H]4[C@@]5(C)Cc6cc(Cc7ccccc7)oc6C(C)(C)[C@@H]5CC[C@]43C)[C@@H]12	63
94	CC(=O)Oc1cccc(C(=O)O)c1OC(C)=O	129
95	COc1ccc2ccc3ccc(OC)c(OC(C)=O)c3c2c1	85
96	CN(Cc1ccccc1)c1nc(Cl)c(C2CC(c3ccc(Br)cc3)=Cc3[nH][nH]c(=O)c32)s1 (stereo not drawn)	106
97	c1ccc(CCc2ccccn2)cc1	80
98	O=C=Nc1ccccc1[N+](=O)[O-]	101
99	Cc1cc2c(cc1C)C(=O)c1ccccc1C2=O	93
100	C=C1C(=O)O[C@H]2[C@H]1CC/C(COC(=O)NCc1ccc(Cn3c(=O)sn(CCCC)c3=O)cc1)=C\CC[C@@]1(C)O[C@@H]21	-33*
101	Cc1ccc(S(=O)(=O)NC(CCCNC(=O)OCc2ccccc2)C(=O)O)cc1 (stereo not drawn)	92
102	CCCCCCCn1cc2c(NCCc3cccc(Br)c3)ncnc2n1	77
103	Cc1ccc(C(=O)c2ccc(C)cc2)cc1	99&93
104	O=C(COc1ccc(/C=C2\CCc3ccccc3C2=O)cc1)c1ccc([N+](=O)[O-])cc1	101
105	CC(=O)Nc1cc(S(=O)(=O)O)cc2cc(S(=O)(=O)O)c(N=Nc3ccccc3)c(O)c12	94&109

# Continued.
nr	SMILES	HL-60(TB)
106	CCOC(=O)CC(O)(CC(=O)OCC)C(=O)OCC	104
107	COC(=O)Nc1ccc(NC(=O)OC)cc1	96
108	COc1cc(/C=N/NC(=O)c2ccc(OCc3nc4ccc(Cl)cc4[nH]3)cc2)cc(OC)c1OC	28
109	Cc1[nH]c(C(=O)N2CCOc3ccc(S(=O)(=O)N4CCOCC4)cc32)c2c1C(=O)CCCC2	82
110	CCCCNC(=O)c1cc([N+](=O)[O-])cc(C2CCCCC2)c1O	20
111	O=C1C2C3C=CC(O3)C2C(=O)N1c1ccccc1 (stereo not drawn)	118
112	O=C(CCNc1nc2ccccc2[nH]1)Nc1nc2ccccc2[nH]1	112
113	Cn1cc(-c2csc(-c3cn(CCN)c4ccccc34)n2)c2cccnc21	26
114	CCOC(=O)c1cnn(CC(O)CC)c1NC(=O)NCc1ccc(F)cc1 (stereo not drawn)	80
115	COc1cccc(-c2nc3sccn3c2-c2ccnc(NCCCNS(=O)(=O)c3cccc(Cl)c3)c2)c1	-9.9*
116	COc1ccc(N=Nc2c(N)nn3c(-c4ccc(OC)cc4)ccnc23)cc1	77
117	O=C1c2cc3c(cc2-c2c1c1cc(Cl)c(Cl)cc1c(=O)n2CCCn1ccnc1)OCO3	-19*
118	O=C1NC(=S)S/C1=C\N1N=C(c2ccc(F)cc2)CC1c1ccc(F)cc1 (stereo not drawn)	95
119	CCSc1nc(-c2cnccn2)cc(-c2cccs2)c1C#N	124
120	CSc1nc(N)c(N=Nc2ccc(S(=O)(=O)Nc3nnc(C)s3)cc2)c(=O)[nH]1	90
121	CCN1CCN(C(=O)[C@]23CCC(C)(C)C[C@@H]2C2=CC[C@@H]4[C@@]5(C)CCC(=O)C(C)(C)[C@@H]5CC[C@@]4(C)[C@]2(C)CC3)CC1	-36*
122	CC(C)N(C(=S)SSC(=S)N(C(C)C)C(C)C)C(C)C	122
123	COc1ccc([N+](=O)[O-])c(/C=C/C(=O)c2ccccn2)c1	89

# Retrieved one by one from above:
nr	SMILES	HL-60(TB)
108	COc1cc(/C=N/NC(=O)c2ccc(OCc3nc4ccc(Cl)cc4[nH]3)cc2)cc(OC)c1OC	28
116	COc1ccc(N=Nc2c(N)nn3c(-c4ccc(OC)cc4)ccnc23)cc1	77
114	CCOC(=O)c1cnn(CC(O)CC)c1NC(=O)NCc1ccc(F)cc1 (stereo not drawn)	80
107	COC(=O)Nc1ccc(NC(=O)OC)cc1	96
113	Cn1cc(-c2csc(-c3cn(CCN)c4ccccc34)n2)c2cccnc21	26
120	CSc1nc(N)c(N=Nc2ccc(S(=O)(=O)Nc3nnc(C)s3)cc2)c(=O)[nH]1	90
